# D3 antag: D3 dopamine receptor (human) antagonism. P35462. D3R cells, DiscoveRx beta-arrestin luminescence, antagonist mode; stronger effect = lower value. hit rate 2.5% among 360,000. max response, negative = inhibition, %; in the data active = max response below about -50%; inconclusive = no clear call, values can overlap the other calls; also: % is scaled to controls: 0 for no effect and ±100 for the full control effect; mostly tested at two doses, the higher about 12 µM
# Target sequence (P35462 whole entry, looked up): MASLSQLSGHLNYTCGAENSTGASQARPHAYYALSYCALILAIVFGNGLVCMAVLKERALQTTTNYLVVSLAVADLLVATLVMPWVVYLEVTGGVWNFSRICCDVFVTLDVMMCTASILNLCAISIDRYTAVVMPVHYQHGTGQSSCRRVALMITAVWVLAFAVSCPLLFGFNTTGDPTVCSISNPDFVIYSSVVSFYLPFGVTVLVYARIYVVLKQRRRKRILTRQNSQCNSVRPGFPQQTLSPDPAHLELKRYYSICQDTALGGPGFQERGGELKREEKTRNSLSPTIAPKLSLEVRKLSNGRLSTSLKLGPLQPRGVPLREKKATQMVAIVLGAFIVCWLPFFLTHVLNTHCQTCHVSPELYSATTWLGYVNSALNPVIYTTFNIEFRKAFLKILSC
#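 Cells plated overnight at 1500 cells/well, then exposed to library compounds with dopamine controls for 90 minutes at 37 degrees C. DiscoveRx reagent added for 30–60 minutes at room temperature; luminescence read, quantitative HTS format.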
# HT1080 IDH1KD tx: toxicity to HT-1080 IDH1 knockdown cells (counter line); HT-1080 IDH1 knockdown viability, ATP luminescence, 48 h; Potency, µM (titrated, usually from 46.1 µM), inactives show top-dose activity, negative = toxicity, most hits filed as cytotoxic; hit rate 2% among 360,000;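 also: potency is read from the fitted curve at half-maximal effect; 0% = DMSO wells and -100% = cell-free medium wells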
#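 In this qHTS, HT-1080 cells depleted of IDH1 are exposed for 48 h at 37 °C to compound titrations. Toxicity is scored from CellTiter-Glo luminescence, with DMSO as full viability and medium alone as none.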
# SW480 rerep: DNA re-replication induction in SW480 cells; SW480 DNA re-replication, Hoechst DNA content imaging, 48 h; Potency, µM (series often up to 46.1 µM), without a hit: at the highest dose re-replication activation, actives largely listed as activators; hit rate 1.8% among 340,000; AID 624297; also: potency is read from the fitted curve at half-maximal effect; % of control where 0% means no effect; nearly all actives have a fitted effect of over 55% in size
#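 First, 250 cells per well were seeded. Next, compound or vehicle (23 nL) was pinned in, plates sat 48 hr at 37 C. Finally Hoechst was added for 40 min before fluorescence scanning.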
# KB-V1 cytotox: KB-V1 MDR subline cytotoxicity | KB-V1 MDR cells viability, CellTiter-Glo, 72 h | Potency, µM (titrated, usually from 46.1 µM), for the others: at the highest dose activity change, negative = cytotoxicity, hits mostly cytotoxic | hit rate 3.4% among 400,000; also: potency is read from the fitted curve at half-maximal effect; % is scaled to controls: 0 for no effect and ±100 for the full control effect; nearly all actives have a fitted effect of over 60% in size
#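 Luminescent ATP read-out (CellTiter-Glo, 10 min) measures survival of drug-selected KB-V1 MDR cells after 72 h, 37 degrees C compound exposure. Medium: phenol-red-free DMEM, 10% FBS. Values from fitted concentration-response curves.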
# DRD3 agonist: D3 dopamine receptor (human) agonism. hit rate 0.58% among 410,000. D3R DiscoveRx beta-arrestin cells, luminescence, 90 min. P35462. max activation, %; in the data active = max activation above about 30%; also: 0% is about no effect; mostly tested at two doses, the higher about 12 µM
#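 Agonist-mode cell screen: cells plated at 1500/well and incubated overnight at 37 °C, then exposed to library compounds for 90 min at 37 °C. Detection reagent was added for 30–60 min at room temperature, and luminescence was read.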
# HT1080NT lethal: kills 2HG-producing HT-1080-NT fibrosarcoma cells; HT-1080-NT fibrosarcoma viability, CellTiter-Glo ATP luminescence, 48 h; Potency, µM (top dose mostly 46.1 µM), for the others: at the highest dose activity, negative = less viability, most hits filed as cytotoxic; hit rate 1.6% among 360,000; AID 686970;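 also: NT is the 2HG producing partner of a matched IDH1 knockdown line; potency is read from the fitted curve at half-maximal effect; 0% = DMSO-treated cells and -100% = media-only wells without cells; nearly all actives have a fitted effect of over 55% in size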
#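 Viability of the 2HG-overproducing fibrosarcoma line after 48 hours of compound exposure at 37 degrees C was determined by luminescence with CellTiter-Glo, and concentration-effect curves were then fitted and categorized.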
# KB-3-1 tox: KB-3-1 parental cell cytotoxicity; KB-3-1 viability, CellTiter-Glo ATP luminescence, 72 h; Potency, µM (top dose mostly 46.1 µM), without a hit: top-dose activity change, negative = cytotoxic, usual class: cytotoxic; hit rate 1.4% among 400,000; also: potency is read from the fitted curve at half-maximal effect; % is scaled to controls: 0 for no effect and ±100 for the full control effect; nearly all actives have a fitted effect of over 60% in size
#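 Parental KB-3-1 adenocarcinoma cells in phenol-red-free DMEM with 10% FBS were pin-treated with compounds at several concentrations, incubated 72 h at 37 °C, and viability read by CellTiter-Glo luminescence; concentration-effect curves were fitted after normalization.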
# GLP-1R agonist: activates the human GLP-1 receptor | P43220 | HEK293 GLP-1R CRE-luciferase, luminescence, 4-6 h; cells express a hypersensitive GLP-1R form | Potency, µM (doses to about 45.6 µM), inactives show at the top dose activation, most hits filed as activators | hit rate 0.007% among 380,000; also: potency is read from the fitted curve at half-maximal effect; % of control where 0% means no effect
# Target sequence (P43220 whole entry, looked up): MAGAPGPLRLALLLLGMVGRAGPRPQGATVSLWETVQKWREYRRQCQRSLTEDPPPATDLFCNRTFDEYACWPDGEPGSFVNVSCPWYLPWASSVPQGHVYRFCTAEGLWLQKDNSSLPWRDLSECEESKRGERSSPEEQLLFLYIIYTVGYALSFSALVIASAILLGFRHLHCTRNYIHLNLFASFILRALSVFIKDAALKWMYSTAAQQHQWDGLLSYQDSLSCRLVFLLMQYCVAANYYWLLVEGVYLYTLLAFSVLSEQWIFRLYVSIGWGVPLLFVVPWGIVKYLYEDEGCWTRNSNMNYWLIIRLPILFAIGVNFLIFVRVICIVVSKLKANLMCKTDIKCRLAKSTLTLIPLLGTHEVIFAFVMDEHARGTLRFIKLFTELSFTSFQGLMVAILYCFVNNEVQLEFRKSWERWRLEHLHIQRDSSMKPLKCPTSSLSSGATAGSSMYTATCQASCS
# IL1B secr inh: blocks inflammasome-driven IL-1 beta release; THP-1 LPS/ATP IL-1B secretion, AlphaLISA, 16 h; stronger effect = lower value; activity change, % at 57.5 µM; hit rate 4.7% among 360,000; in the data active = activity change below about -50%; inconclusive = mostly about -30% to -49%; also: % is scaled to controls: 0 for no effect and ±100 for the full control effect
#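 Secreted IL-1B measured by AlphaLISA bead assay after 16 h compound exposure of THP-1 cells; compounds (final up to 57.5 uM) added 1 h before LPS (250 ng/mL) and ATP (1.25 mM) stimulation; lower signal means less secretion.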
# * marks the source's active call; other numbers are inactive results; u = inconclusive; x = not tested or not shown; & = joins results of further samples; [ ] = remark or other dose. Unless noted, calls follow the shape of the dose curve; as a rule, active = well fitted curve in the direction sought with a large enough effect; inconclusive = small, poorly fitted or top-dose-only effect, or another doubt; inactive = no such curve, though single readings can be large; an effect the other way counts as inactive or inconclusive.
SMILES,D3 antag,HT1080 IDH1KD tx,SW480 rerep,KB-V1 cytotox,DRD3 agonist,HT1080NT lethal,KB-3-1 tox,GLP-1R agonist,IL1B secr inh
CC(=O)C1=C(O)C(=O)N(c2ccc(C)cc2)C1c1ccccn1 (stereo not drawn),-9.0,12.2%,-3.4%,20.3%,-2.1,8.4%,0.9%,0.6%,4.4
COCCNC(=O)C1CCCN(c2ncccn2)C1 (stereo not drawn),25.5,1.0%,0.0%,7.5%,-27.9,9.9%,3.2%,-5.7%,-2.6
CCCCCCN1CC(C(=O)OCC)C(=O)C1=O (stereo not drawn),2.6,0.4%,-34.7%[inhibitor],u,2.3,-8.5%,0.7%,-17.1%,0.0
COC(=O)C(C)Sc1ccc2nnc(-c3ccccc3)n2n1 (stereo not drawn),16.2,3.6%,-0.3%,-1.9%,1.0,-0.4%,5.3%,-6.3%,-3.0
Cn1cnc(S(=O)(=O)N2CCCCC2c2cc(C(=O)NCc3ccc(F)cc3)no2)c1 (stereo not drawn),-3.7,15.9%,x,-18.5%,-16.3,16.1%,-3.1%,-3.4%,-2.6
CCOc1ccc(NC(=O)c2c(NC(=O)Cc3ccccc3)sc3c2CCCC3)cc1,x,x,x,5.0%,3.0,x,2.9%,2.4%,x
Cc1ccc(NC(=O)Nc2ccc([N+](=O)[O-])cc2)nc1,8.1,0.0%,0.0%,6.1%,-1.9,5.0%,-2.8%,u,u
CCC1CN(C(=O)N2CCC(C(=O)NCc3ccccc3C)CC2)c2ccccc2O1 (stereo not drawn),15.5,-3.0%,-13.1%,-26.4%,-1.6&13.1,0.0%,6.3%,7.6%,13.7
CCn1c(SCc2ccc(C(=O)OC)o2)nc2sc3c(c2c1=O)CCCC3,-17.5,-0.3%,11.4%,2.8%,-2.7,1.7%,2.6%,-1.8%,20.1
CCN1/C(=C/c2cccc[n+]2C)Sc2ccc(OC)cc21,-29.2,u,1.0%,-7.3%,-3.9,u,u,2.3%,u
Cc1ccccc1-c1nn(-c2ccccc2)cc1C(=O)NCC(c1ccco1)N1CCCC1 (stereo not drawn),5.9,0.0%,4.6%,8.6%,-15.4,-1.6%,-0.6%,9.9%,u
Cc1nc2ccc(NS(=O)(=O)c3cccc([N+](=O)[O-])c3)cc2s1,19.9,-16.0%,1.6%,-1.1%,35.9*,-18.5%,-3.8%,-0.4%,12.2
COc1cccc(C2c3c(-c4cc(Cl)c(C)cc4O)n[nH]c3C(=O)N2Cc2cccnc2)c1 (stereo not drawn),u,u,3.7%,2.1%,0.7,u,-3.4%,1.5%,u
CCOc1ccc(NC(=O)Cn2c(=O)n(CCC(=O)NCCc3ccccc3)c(=O)c3ccccc32)cc1,x,x,x,28.5%,-7.8,x,3.9%,-0.7%,x
CC(C)C[C@H](NC(=O)c1nc[nH]c1C(=O)N[C@@H](CC(C)C)C(=O)OC(C)(C)C)C(=O)OC(C)(C)C,-54.8*,u,u,u,-16.1,u,u,1.6%,u
Fc1cccc(CSc2nc3ncccc3[nH]2)c1,-28.5,-0.8%,-6.3%,7.6%,-7.0,-1.9%,0.0%,26.4%,-6.0
O=C(Nc1nccs1)C(c1ccccc1)N1CCCCC1 (stereo not drawn),0.2,11.7%,-0.4%,-16.1%,-1.4,16.7%,-2.7%,-0.2%,1.7
O=C(/C=C/Nc1ccc(Br)cn1)c1cccc(OC(F)F)c1,u,-20.8%,u,-0.5%,-6.9,u,-19.1%,5.5%,-7.7
C=CCSC(=S)Nc1c(C)n(C)n(-c2ccccc2)c1=O,-1.8,1.3%,-10.0%,-2.4%,5.1,4.5%,-7.1%,-1.5%,-20.2
COc1ccc(C(=O)/C=C2\C(=O)Nc3ccc(Br)cc32)cc1,-19.4,u,u,u,-10.3,u,u,-14.3%,-98.6*
O=C(Cn1cnc([N+](=O)[O-])c1)c1ccc(Cl)cc1,-3.3,8.1%,-14.1%,u,-0.4,8.6%,22.8%,0.4%,12.1
CCC(=O)NC(=S)Nc1ccc(NC(=O)c2ccc(OC)cc2)cc1,4.8,0.7%,-82.7%[inhibitor],-7.7%,2.2,9.2%,6.5%,-7.6%,3.7
CCCCN1CCCCC1(C)C(=O)NCc1cccc(OC)c1 (stereo not drawn),29.7,0.0%,x,15.6%,6.8,10.4%,0.0%,-3.2%,28.9
O=C(O)CCc1nc2cc(C(F)(F)F)ccc2n(Cc2ccccc2)c1=O,-9.6,-4.7%,-10.0%,8.0%,11.0,-9.7%,3.9%,1.7%,19.9
CCN(CC)C(=O)CN1C(=O)COCC1=O,1.2,-3.3%,9.5%,4.1%,17.7,2.6%,14.4%,-2.0%,-1.7
O=C(NCC(O)c1ccc([N+](=O)[O-])cc1)c1cccc(S(=O)(=O)N2CCCC2)c1 (stereo not drawn),-7.6,-0.7%,0.3%,-2.7%,0.5,-2.0%,-1.6%,8.5%,49.9
O=C(CSCc1ccccc1Br)N/N=C/c1ccccc1C(=O)O,5.8,12.7%,-2.9%,8.0%,1.1,-5.3%,-0.7%,1.2%,12.0
Cc1cc(C)c(S(=O)(=O)N2CCN(c3ccc([N+](=O)[O-])c(NCC4CCCO4)c3)CC2)c(C)c1 (stereo not drawn),1.3,10.0%,4.0%,-3.2%,0.7,-2.5%,-0.6%,-4.0%,34.3
S=C(Nc1cccnc1)Nc1ccccn1,-8.7,10.7%,1.4%,-17.7%,-4.4,11.8%,-15.1%,15.2%,-18.0
Cc1ccc(NC(=O)c2ccc(=O)[nH]c2)cc1S(=O)(=O)N1CCCCCC1,10.7,-4.7%,-3.1%,4.5%,-3.6,-11.8%,-16.4%,u,31.8
CCOc1ccc(-c2cnc(SCC(N)=O)nc2N)cc1,9.6,0.0%,1.3%,-6.4%,3.5,-6.4%,0.0%,-1.0%,20.8
CC(C)NC(=O)COc1ccc(OCc2ccccc2)cc1,-13.8,-12.5%,-6.6%,-6.8%,-0.8,-9.5%,-1.3%,23.0%,23.2
CCOC(=O)c1cc(-c2ccccc2)n(CCC(=O)O)c1C,-10.8,0.0%,-2.6%,3.1%,-6.7,-2.8%,2.6%,0.0%,3.8
CC(C)n1c(=S)[nH]c2ccccc21,10.3,4.0%,-0.3%[9.22 µM],0.6%,-2.4,8.4%,-1.6%,-0.7%,15.7
CNc1[nH]c(=O)[nH]c(=O)c1N=Nc1cc(Cl)ccc1Cl,-12.6,-2.6%,-1.5%,15.5%,-14.0,1.6%,-10.7%,2.4%,11.8
COCC(=O)NCc1ccc2c(c1)OCO2,2.8,13.4%,-10.9%,-4.7%,-1.1,0.3%,-3.6%,0.5%,-5.7
COC(=O)c1[nH]c2cccc(OC)c2c1NC(=O)CCN1CCSCC1,-20.5,0.6%,-81.7%,-0.1%,0.6,4.1%,8.4%,0.5%,20.9
COc1cccc(OC)c1NC(=O)Cc1nn(C)c(=O)c2ccccc12,12.4,0.0%,-27.0%,7.2%,-1.3,0.5%,-2.6%,-2.8%,26.5
CCCCNC(=O)C(C)N(CCN(C)C)C(=O)CCCN1C(=O)NC(c2ccc([N+](=O)[O-])cc2)C(C(=O)OCc2ccccc2)=C1C (stereo not drawn),-24.9,u,-72.9%[inhibitor],0.0%,-6.4,u,0.0%,-3.3%,-78.8*
CC(CC(F)(F)F)N1CCC(n2nccc2NC(=O)CCOc2ccccc2)CC1 (stereo not drawn),-3.2,8.9%,14.2%,7.8%,4.3,7.3%,-1.9%,-5.5%,-11.2

# Exported with values under each structure: 2 of the compounds above.
# Below each compound: D3 antag | HT1080 IDH1KD tx | SW480 rerep | KB-V1 cytotox | DRD3 agonist | HT1080NT lethal | KB-3-1 tox | GLP-1R agonist | IL1B secr inh
O=C(Cn1cnc([N+](=O)[O-])c1)c1ccc(Cl)cc1
  -3.3 | 8.1% | -14.1% | u | -0.4 | 8.6% | 22.8% | 0.4% | 12.1
Cc1cc(C)c(S(=O)(=O)N2CCN(c3ccc([N+](=O)[O-])c(NCC4CCCO4)c3)CC2)c(C)c1 (stereo not drawn)
  1.3 | 10.0% | 4.0% | -3.2% | 0.7 | -2.5% | -0.6% | -4.0% | 34.3

# Additional entries.
SMILES,D3 antag,HT1080 IDH1KD tx,SW480 rerep,KB-V1 cytotox,DRD3 agonist,HT1080NT lethal,KB-3-1 tox,GLP-1R agonist,IL1B secr inh
COc1ccc(CCN2CC(C(=O)N3CCSCC3)CCC2=O)cc1 (stereo not drawn),8.1,-3.0%,-9.1%,x,5.4,-0.1%,x,9.8%,0.9
CC1CCCCN1C(=O)c1ccc(COc2ccc([N+](=O)[O-])cc2)o1 (stereo not drawn),11.3,16.6%,-34.2%[inhibitor],18.4µM*,-3.3,7.0%,2.3%,1.8%,-1.3
O=C(Cn1nc(-c2ccccc2)ccc1=O)NCCN1CCN(Cc2ccccc2)CC1,-9.9,-27.6%,-10.8%,-1.8%,-13.8,4.0%,-14.8%,-1.2%,8.5
COc1ccc(OC)c(NC(=O)NCc2ccc(F)cc2)c1,u,-1.4%,0.4%,-0.2%,-34.4,-8.1%,-25.2%,-3.8%,-1.0
COc1ccc(-c2csc(NCc3ccco3)n2)cc1C,0.0,-12.9%,12.2%,-0.2%,-6.8,-14.4%,-1.9%,3.8%,-51.7*
Cc1ccc(NC(=O)c2ncn(CCCN3CCN(c4ccccn4)CC3)n2)cc1C,-19.6,-5.6%,u,16.2%,10.3,-1.5%,8.1%,-0.8%,-5.9
O=C(Cn1cnc2ccccc2c1=O)NCc1ccc2c(c1)OCO2,3.7,-0.7%,2.0%,0.8%,4.2,0.7%,9.4%,-18.6%,23.8
O=C(c1ccc(F)cc1)n1cc(C(=S)N2CCOCC2)c2ccccc21,2.9,-10.3%,-35.2%[inhibitor],-18.9%,2.1,-5.1%,-3.3%,3.5%,18.7
O=C(Nc1cccc(S(=O)(=O)N2CCOCC2)c1)C1CCCCN1S(=O)(=O)c1ccccc1 (stereo not drawn),16.8,-1.7%,5.0%,u,-2.3,-4.8%,-7.2%,7.0%,12.1
CCCS(=O)(=O)Nc1cccc(-c2cn3ccsc3n2)c1,x,x,x,37.1%,-9.3,x,0.4%,-2.3%,x
